# From PubChem BioAssay
# TNAP inh hi DEA: inhibitors of human TNAP at high phosphate acceptor concentration. purified TNAP, CDP-star luminescence, 1 M DEA. P05186. 0.03% of 200,000 active. inhibition, % at 20 µM;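 active = over 50% inhibition of tissue-nonspecific alkaline phosphatase at 20 µM in the single-dose screen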;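 note: plate controls were DMSO wells for no effect and EDTA-quenched wells as full inhibition for full effect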
# Target sequence (P05186 whole entry, looked up): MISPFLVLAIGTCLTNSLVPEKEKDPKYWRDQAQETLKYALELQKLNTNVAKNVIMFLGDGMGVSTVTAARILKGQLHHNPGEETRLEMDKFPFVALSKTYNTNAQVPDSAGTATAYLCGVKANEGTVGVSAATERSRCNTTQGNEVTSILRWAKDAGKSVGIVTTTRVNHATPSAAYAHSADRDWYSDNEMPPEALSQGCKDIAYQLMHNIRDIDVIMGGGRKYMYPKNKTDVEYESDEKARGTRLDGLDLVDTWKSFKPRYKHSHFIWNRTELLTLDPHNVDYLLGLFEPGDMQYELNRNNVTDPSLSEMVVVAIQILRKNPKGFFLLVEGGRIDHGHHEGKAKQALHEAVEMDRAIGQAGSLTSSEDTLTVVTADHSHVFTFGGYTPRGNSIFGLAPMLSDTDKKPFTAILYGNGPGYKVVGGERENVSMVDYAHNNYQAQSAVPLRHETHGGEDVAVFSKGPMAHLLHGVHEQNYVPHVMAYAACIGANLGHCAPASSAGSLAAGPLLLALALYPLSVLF
# bIAP inhibitor: blocks bovine intestinal alkaline phosphatase activity | inhibition, % at 20 µM | purified bovine IAP, CDP-star luminescence, 30 min | 190,000 tested, under 10 active;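 active = over 50% inhibition of intestinal alkaline phosphatase at 20 µM in the single-dose screen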
#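 System: purified bovine intestinal alkaline phosphatase (IAP) enzyme; Input: IAP diluted 1/65,000,000 in the well; Measured by: CDP-star luminescence signal; Compound dosing: 20 µM single dose; Incubation: 30 min reaction at room temperature.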
# PPARg SRC1 recr: promotes SRC-1 coactivator recruitment by human PPARgamma; P37231; PPARgamma-SRC-1 coactivator recruitment biochemical assay; activation, % at 8 µM; 0.41% of 200,000 active; in the data active = activation above about 19%;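 note: 0% = DMSO and 100% = reference agonist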
# Target sequence (P37231 whole entry, looked up): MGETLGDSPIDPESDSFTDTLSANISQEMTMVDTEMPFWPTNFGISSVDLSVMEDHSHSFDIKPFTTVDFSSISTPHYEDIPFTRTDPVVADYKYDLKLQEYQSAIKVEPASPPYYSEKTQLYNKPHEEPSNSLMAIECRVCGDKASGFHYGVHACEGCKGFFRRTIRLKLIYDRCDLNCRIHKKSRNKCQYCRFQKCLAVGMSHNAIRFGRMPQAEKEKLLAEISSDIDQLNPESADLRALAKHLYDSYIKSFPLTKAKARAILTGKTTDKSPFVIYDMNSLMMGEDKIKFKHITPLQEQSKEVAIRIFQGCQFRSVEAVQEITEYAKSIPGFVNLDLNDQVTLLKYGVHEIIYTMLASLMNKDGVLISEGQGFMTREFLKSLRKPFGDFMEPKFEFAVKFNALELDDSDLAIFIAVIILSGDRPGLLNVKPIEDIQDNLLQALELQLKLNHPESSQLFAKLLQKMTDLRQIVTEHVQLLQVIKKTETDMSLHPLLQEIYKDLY
# TNAP inh noacc: TNAP (human) inhibition, acceptor-free conditions | P05186 | purified TNAP, CDP-star luminescence, 30 min | inhibition, % at 20 µM | 0.26% of 200,000 active | AID 1012;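 active = tissue-nonspecific alkaline phosphatase inhibition above about 50% at 20 µM in the single-dose screen, limit read from the data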;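 note: 0% = DMSO negative control and 100% = EDTA positive control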
# bIAP act: intestinal alkaline phosphatase (bovine) activation; purified bovine IAP, CDP-star luminescence, 30 min; active compounds read high; fold of DMSO-control signal, blank-subtracted; activation factor at 20 µM; 0.17% of 200,000 active; AID 1016;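 active = activation factor of 2 or more at 20 µM, a signal rise over negative controls twice the positive control's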
# PPARg SRC3 recr: promotes SRC-3 coactivator recruitment by human PPARgamma; P37231; 0.26% of 200,000 active; biochemical PPARgamma/SRC-3 coactivator recruitment assay; activation, % at 8 µM; AID 731; in the data active = activation above about 23%;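 note: 0% = DMSO and 100% = reference agonist; some compounds past the cut are filed as inactive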
# PPARg SRC2 recr: agonists of SRC-2 recruitment by human PPARgamma. P37231. PPARgamma LBD-SRC-2 recruitment, biochemical. activation, % at 8 µM. 0.34% of 200,000 active; in the data active = activation above about 22%;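 note: 0% = vehicle and 100% = reference agonist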
# SRC2 TRFRET art: counter-screen for PPARgamma SRC-2 recruitment agonists: TR-FRET artefact; active compounds read high; TR-FRET ratio at 8 µM; 0.4% of 200,000 active; in the data active = TR-FRET ratio above about 2000; note: inactives centre near 1500; reference of the scale not given here
# TNAP act hi DEA: activators of human TNAP at high phosphate acceptor concentration. activation factor at 20 µM. purified TNAP, CDP-star luminescence, 1 M DEA, 30 min; active compounds read high; 0 = EDTA background, 1 = DMSO-only activity. 200,000 tested, under 10 active. P05186. AID 1136;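 active = activation factor at least 2 at 20 µM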
#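 Test system – human TNAP · Doses – 20 µM single point · Incubation – 30 min, room temperature · Signal – luminescent substrate turnover signal · Read-out basis – activation factor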
# HMGR II inh: inhibitors of class II HMG-CoA reductase from Enterococcus faecalis; purified E. faecalis HMGR, NADPH absorbance 340 nm kinetic; inhibition, % at 10 µM; 0.41% of 190,000 active;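 active = inhibition above a set limit, the median over all tested compounds plus 3 SD, cut at about 9.5% in these data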;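 note: enzyme runs in reverse so mevalonate oxidation gives rising NADPH absorbance; 0% = complete reaction with DMSO and 100% = background rate lacking mevalonate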
# * hit, by the source's call.
SMILES,TNAP inh hi DEA,bIAP inhibitor,PPARg SRC1 recr,TNAP inh noacc,bIAP act,PPARg SRC3 recr,PPARg SRC2 recr,SRC2 TRFRET art,TNAP act hi DEA,HMGR II inh
O=C(c1ccco1)N1CCN(C(=O)N2CCOCC2)CC1,-5.0,2.8,7.8,-9.9,1,7.0,-5.5,1696,1.1,0.1
O=C(Nc1cccc(C(F)(F)F)c1)c1cnccn1,-7.5,5.6,2.7,-14.7,0.9,12.3,4.1,1783,1.1,-2.5
CCOC(=O)c1cnc(SCC(=O)c2ccccc2)nc1N,-6.0,9.9,8.1,-15.5,0.9,8.1,2.2,1611,1.1,5.0
CCN(CC)C(=O)/C(=C\c1ccc(Br)cc1)NC(=O)c1ccccc1OC,-6.2,0.7,-3.4,-2.3,1,-11.4,6.9,1491,1.1,-2.0
COc1ccc(NC(=O)Nc2cccc([N+](=O)[O-])c2)cc1Cl,0.4,19.6,0.2,1.1,0.8,-6.2,-4.8,1491,1,-12.1
CC1(C)CCC(=O)N(c2ccccc2)C1=O,-2.1,-1.0,2.9,-23.5,1,-1.4,0.6,1622,1,-3.9
O=C(COc1cc(Cl)c(Cl)cc1Cl)Nn1cnnc1,-2.4,4.4,3.4,-9.1,1,-3.3,6.2,1631,1,2.0
CCC(=O)Nc1ccc(/C(C)=N/NC(=O)c2c(Br)c(C)nn2C)cc1,0.2,26.2,6.5,-11.2,0.7,3.1,-2.9,1493,1,-1.0
CC(NC(=O)OC(C)(C)C)C(=O)NC(CCC(=O)OCc1ccccc1)C(N)=O (stereo not given),-1.7,-1.3,-0.5,-10.5,1,2.1,4.0,1476,1,-1.8
COc1ccc(-c2noc(CSc3nc(N)c(-c4ccccc4)c(=O)[nH]3)n2)cc1OC,-1.5,9.1,-5.7,18.8,0.9,-4.9,-4.4,1459,1,1.1
COc1ccccc1C1CC(c2ccco2)=NN1S(C)(=O)=O (stereo not given),-7.5,8.5,-9.6,-34.7,0.9,-0.1,-0.7,1502,1.1,-6.0
Cn1c2ccccc2c(=O)n2c(=O)c3ccccc3cc12,-1.9,6.8,7.4,-8.4,0.9,-12.4,1.9,1643,1,-0.6
COc1ccc(CCNS(=O)(=O)c2ccc3c(c2)oc(=O)n3C)cc1OC,-4.0,7.4,0.9,-11.5,0.9,0.7,4.7,1562,1,-2.4
Cc1ccc(NC(=O)COC(=O)CCC(=O)c2ccc(Cl)cc2)cc1S(=O)(=O)N(C)C,-1.3,13.3,-2.2,-7.0,0.9,-4.2,2.8,1342,1,-2.6
CCCC(=O)c1ccc(N2CCN(C(=O)OCC)CC2)c(F)c1,-0.2,0.5,-1.7,-5.2,1,1.8,2.9,1492,1,-2.8
Cc1nc2ccccc2n2c(O)c(CC(=O)O)cc12,-2.2,4.0,11.8,-16.9,1,1.1,4.2,1506,1,-6.5
Cc1nn(CCC#N)c(NC(=O)c2ccc(Cl)cc2)c1P(=O)(Nc1ccc([N+](=O)[O-])cc1)N1CCOCC1 (stereo not given),-1.0,3.8,-8.2,-6.0,1,-1.9,7.0,1425,1,5.6
NS(=O)(=O)c1ccc(NC(=O)C2C3C=CC(C3)C2C(=O)O)cc1 (stereo not given),-6.4,8.8,-1.7,-10.1,0.9,-2.1,-2.8,1488,1.1,-3.1
CCOc1ccc(NC(=O)CN2C(=O)C3CCCN3C2=O)cc1 (stereo not given),1.5,13.0,0.9,3.6,0.9,-6.6,-4.2,1460,1,-0.6
Cc1ccc(C(C(=O)NC2CCCC2)N(Cc2cccs2)C(=O)CNC(=O)c2cccs2)o1 (stereo not given),-1.2,0.5,-0.9,-12.6,1,-1.2,-4.4,1231,1,-0.7
Cc1ccc(CN2CCN(CCC(C)C)C(CCO)C2)s1 (stereo not given),-4.3,-0.4,7.9,-10.5,1,1.0,2.9,1562,1,-1.3
C/C(=C\C(=O)c1ccc(Cl)s1)N(C)C,-2.4,-3.2,1.6,-3.9,1,1.8,-4.1,1403,1,-1.2
O=C(Nc1ccc(Cl)cc1)[C@@H]1[C@@H]2C(=O)N(c3ccc4ccccc4c3)C(=O)[C@@H]2[C@H]2C=CC=NN21,0.6,12.7,4.8,-1.0,0.9,-2.4,5.0,1473,1,-6.9
COc1cccc(Cn2cccc(NC(=O)NC3CCCCC3)c2=O)c1,-0.8,7.9,7.1,-4.5,0.9,10.6,-9.7,1821,1,-3.5
O=C(Nc1cccc(Cl)c1)N(Cc1nc2ccccc2c(=O)[nH]1)Cc1cccs1,4.1,8.1,-3.5,-0.3,0.9,-5.6,-6.0,1535,1,-0.3
Cn1c(C(=O)NCC2CCCO2)cc2c(=O)[nH]c3ccccc3c21 (stereo not given),-0.6,9.4,0.9,-6.8,0.9,-7.6,-0.6,1657,1,-1.5
Cc1ccccc1-c1nnc(SCCC(=O)N2CCOCC2)o1,-4.8,6.3,7.1,-4.3,0.9,3.6,7.1,1638,1,-0.2
COc1ccccc1NC(=O)c1sc2ncn(Cc3ccc(C)cc3)c(=O)c2c1C,-0.3,12.2,6.5,0.8,0.9,-1.6,6.2,1826,1,1.4
N#Cc1nc(-c2ccccc2)oc1NCC1CCCO1 (stereo not given),-0.4,-5.7,2.1,-11.1,1.1,4.5,10.0,1610,1,2.9
O=C(Cc1ccccc1)Nn1c(-c2ccccc2F)nc2ccccc2c1=O,-6.5,12.5,2.2,-12.9,0.9,6.0,10.1,1695,1.1,-3.2
O=S(=O)(c1ccccc1)N1CCN=C1SCc1cccc(Cl)c1,-6.6,2.2,4.9,-7.5,1,0.4,-1.0,1764,1.1,-7.3
CN1c2ccsc2C(O)=C(C(=S)Nc2ccc(F)c(Cl)c2)S1(=O)=O,-9.0,1.9,7.8,-15.1,1,-7.0,0.3,1502,1.1,-7.1
CC(C)Cn1c(SCC(=O)c2ccc(Cl)s2)nnc1-c1ccco1,0.9,-9.3,8.8,0.7,1.1,2.4,8.0,1589,1,-9.4
CC(=O)c1c(C)[nH]c(C(=O)Nc2cccc(S(=O)(=O)N(C)c3ccccc3)c2)c1C,-2.6,-2.8,10.7,-8.6,1,-1.2,0.2,1595,1,-1.9
CCCCN(C)CCCNC(=O)CS(=O)Cc1nc(-c2ccc(OC)c(OC)c2)oc1C (stereo not given),-4.9,-3.0,3.7,-15.3,1,5.5,6.6,1547,1,-4.1
C(=C\c1ccccc1)/CSc1nnc(-c2ccccc2)n1Cc1ccco1,-4.3,18.6,4.3,-8.9,0.8,11.4,-10.1,1639,1,-2.7
CCOC(=O)/C=C1\SCC(=O)N1CC(=O)NC(C)c1ccc(F)cc1 (stereo not given),4.1,36.1,-1.2,1.2,0.6,1.2,-4.0,1678,1,-4.5
O=C(CSc1ncc(-c2ccccc2)n1C1CCCC1)N1CCc2ccccc21,-7.0,16.5,-0.3,-27.7,0.8,11.4,0.8,1335,1.1,-0.4
Cc1cccc(-c2nc(CN3CCCC(C(=O)NC4CCC(C)CC4)C3)c(C)o2)c1 (stereo not given),4.8,0.3,8.0,1.3,1,13.8,12.8,1642,1,-11.1
O=C(c1cccs1)N1CCC(c2nc(-c3ccc(S(=O)(=O)N4CCOCC4)cc3)no2)CC1,-8.0,-1.2,-2.3,-10.5,1,-1.0,9.7,1625,1.1,-1.2

# Exported with two lines to a compound: part of the list above.
# Values run as follows: TNAP inh hi DEA | bIAP inhibitor | PPARg SRC1 recr | TNAP inh noacc | bIAP act | PPARg SRC3 recr | PPARg SRC2 recr | SRC2 TRFRET art | TNAP act hi DEA | HMGR II inh
CC(C)Cn1c(SCC(=O)c2ccc(Cl)s2)nnc1-c1ccco1
 : 0.9 | -9.3 | 8.8 | 0.7 | 1.1 | 2.4 | 8.0 | 1589 | 1 | -9.4
CC(=O)c1c(C)[nH]c(C(=O)Nc2cccc(S(=O)(=O)N(C)c3ccccc3)c2)c1C
 : -2.6 | -2.8 | 10.7 | -8.6 | 1 | -1.2 | 0.2 | 1595 | 1 | -1.9
CCCCN(C)CCCNC(=O)CS(=O)Cc1nc(-c2ccc(OC)c(OC)c2)oc1C (stereo not given)
 : -4.9 | -3.0 | 3.7 | -15.3 | 1 | 5.5 | 6.6 | 1547 | 1 | -4.1
C(=C\c1ccccc1)/CSc1nnc(-c2ccccc2)n1Cc1ccco1
 : -4.3 | 18.6 | 4.3 | -8.9 | 0.8 | 11.4 | -10.1 | 1639 | 1 | -2.7
CCOC(=O)/C=C1\SCC(=O)N1CC(=O)NC(C)c1ccc(F)cc1 (stereo not given)
 : 4.1 | 36.1 | -1.2 | 1.2 | 0.6 | 1.2 | -4.0 | 1678 | 1 | -4.5
O=C(CSc1ncc(-c2ccccc2)n1C1CCCC1)N1CCc2ccccc21
 : -7.0 | 16.5 | -0.3 | -27.7 | 0.8 | 11.4 | 0.8 | 1335 | 1.1 | -0.4
Cc1cccc(-c2nc(CN3CCCC(C(=O)NC4CCC(C)CC4)C3)c(C)o2)c1 (stereo not given)
 : 4.8 | 0.3 | 8.0 | 1.3 | 1 | 13.8 | 12.8 | 1642 | 1 | -11.1
O=C(c1cccs1)N1CCC(c2nc(-c3ccc(S(=O)(=O)N4CCOCC4)cc3)no2)CC1
 : -8.0 | -1.2 | -2.3 | -10.5 | 1 | -1.0 | 9.7 | 1625 | 1.1 | -1.2

# Later entries.
SMILES,TNAP inh hi DEA,bIAP inhibitor,PPARg SRC1 recr,TNAP inh noacc,bIAP act,PPARg SRC3 recr,PPARg SRC2 recr,SRC2 TRFRET art,TNAP act hi DEA,HMGR II inh
CCN(c1ccccc1)c1ncnc2c1cnn2-c1ccccc1,-3.5,-7.4,-6.3,-12.2,1.1,-0.1,-8.7,1366,1,-6.5
CN(C)C(CNc1nnnn1-c1ccccc1)c1ccco1 (stereo not given),4.0,2.9,3.3,-6.2,1,-6.5,3.5,1544,1,5.1
CCCS(=O)(=O)N1CCN(C(=O)COc2ccccc2)CC1,1.7,0.0,6.9,1.6,1,0.0,2.6,1476,1,0.9
O=C1c2ccccc2C(=O)N1CCCCn1c(=O)oc2ccccc21,-3.7,9.5,4.2,-6.7,0.9,7.3,4.7,1641,1,-2.0
COc1ccc(-c2csc(NC(=O)c3ccc(OCC(=O)N4CCOCC4)c(OC)c3)n2)cc1,3.1,-25.7,1.7,0.2,1.3,-1.9,5.6,1475,1,0.2
COc1ccc(N(C)S(=O)(=O)c2ccc3c(c2)CCC(=O)N3)cc1,-7.2,10.7,1.5,-14.5,0.9,1.0,2.0,1591,1.1,-3.5
CN1CCN(C(=O)C2=C[C@@H](c3ccc(Br)cc3)C[C@@H](OCc3ccc(CO)cc3)O2)CC1,-3.9,-3.6,-5.0,-7.6,1,-1.8,6.8,1605,1,-1.7
Cc1ccc(OCc2nnc(N)s2)cc1,-0.5,8.3,-3.1,-6.5,0.9,0.5,-0.5,1538,1,3.8
CS(=O)(=O)N1CCc2cc(C(=O)O)ccc21,0.0,9.3,3.1,-5.2,0.9,2.5,2.6,1678,1,0.6
COc1ccc2o/c(=N/NC(=O)c3cccs3)c(C(N)=O)cc2c1,18.2,19.3,-0.7,18.7,0.8,8.6,5.0,1669,0.8,-2.3
Cc1ccccc1NCN1C(=O)C2C3C=CC(C3)C2C1=O (stereo not given),-6.2,33.1,10.5,-3.4,0.7,3.8,0.9,1559,1.1,1.3
O=C(NCc1ccc(N2CCCC2=O)cc1)c1cccc(Cl)c1,-3.2,-5.8,0.5,-23.3,1.1,-1.3,-2.0,1563,1,0.1
NC(=O)c1ccc(NC(=O)CN2CCN(c3ccc(Cl)cc3)CC2)cc1,-4.1,-1.6,7.5,-12.1,1,6.5,10.9,1566,1,0.3
CC(C)c1ccccc1NC(=S)N1CCN(Cc2ccc3c(c2)OCO3)CC1,-2.9,-15.1,2.2,3.6,1.2,3.9,-2.6,1533,1,-6.3
